# CR mimetic SO – yeast age-related superoxide inhibition as caloric restriction mimetic. S. cerevisiae aged cells, superoxide DHE fluorescence; stronger effect = lower value. superoxide response (% of plate mean), % at 10 µM. actives 0.18% (n = 330,000). AID 2690;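 active = superoxide response under a set limit, about three screen SD below normal, cut at about 65% in these data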;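 note: yeast aged for seven days with compound at 30 °C before DHE staining; 100% = average MFI of all compound-treated wells on the plate with controls excluded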
# AHR act – activators of human aryl hydrocarbon receptor; actives 2.5% (n = 320,000); activation, % at 5 µM; AHR-responsive luciferase reporter cells, luminescence; in the data active = activation above about 47%;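 note: 0% = vehicle wells and 100% = reference agonist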
# proCasp7 act – activates human procaspase-7, counter-screen for procaspase-3 activators. P55210. recombinant procaspase-7, Ac-DEVD-pNA absorbance 405 nm; D23A/D198A/D206A triple mutant, cannot self-cleave; scale: DMSO 0, 5 µM enzyme 100. activation, % at 8.5 µM. actives 0.093% (n = 330,000). AID 463210;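 active = percent activation above the screen-wide mean plus 3 SD, cut at about 25% in these data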
# Target sequence (P55210 whole entry D23A/D198A/D206A): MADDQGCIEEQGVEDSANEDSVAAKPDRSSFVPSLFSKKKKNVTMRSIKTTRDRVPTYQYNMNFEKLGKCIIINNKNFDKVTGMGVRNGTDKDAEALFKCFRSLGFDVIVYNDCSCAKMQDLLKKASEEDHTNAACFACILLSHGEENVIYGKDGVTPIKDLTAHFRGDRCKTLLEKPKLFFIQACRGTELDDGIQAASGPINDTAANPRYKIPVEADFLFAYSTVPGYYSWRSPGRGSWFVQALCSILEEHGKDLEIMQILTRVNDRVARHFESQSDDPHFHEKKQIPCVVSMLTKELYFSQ
#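 Assay system: Uncleavable procaspase-7 mutant enzyme; Input: 2 µM procaspase-7 mutant as dispensed; Also added: DEVD-pNA substrate; Medium: Zinc-free HEPES pH 7.4 with 300 mM NaCl, 0.01% Triton X-100; Timing: 1 h compound preincubation, 2 h substrate cleavage, 25 °C; Measured by: Epi-absorbance of released pNA at 405 nm, two timepoints.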
# proCasp3 act – procaspase-3 (human) activation. activation, % at 8.5 µM. recombinant procaspase-3 D3A, Ac-DEVD-pNA absorbance 405 nm. actives 0.11% (n = 330,000). AID 463141. P42574;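 active = activation above the mean of all tested compounds plus 3 SD, cut at about 21% in these data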;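 note: 0% = DMSO alone and 100% = DMSO wells spiked with extra 5 µM PC-3 D3A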
# Target sequence (P42574 whole entry D9A/D28A/D175A): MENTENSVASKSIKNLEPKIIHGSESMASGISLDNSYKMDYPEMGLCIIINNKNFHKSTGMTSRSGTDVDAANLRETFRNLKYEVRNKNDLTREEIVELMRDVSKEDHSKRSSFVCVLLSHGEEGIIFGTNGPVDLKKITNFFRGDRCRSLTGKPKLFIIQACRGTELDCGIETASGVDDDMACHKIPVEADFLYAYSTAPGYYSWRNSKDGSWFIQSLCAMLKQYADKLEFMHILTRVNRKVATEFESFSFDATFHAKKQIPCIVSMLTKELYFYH
#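 Technique: 405 nm absorbance of p-nitroaniline, reads at 0 and 120 min; Test system: Procaspase-3 D3A mutant; Incubation: 1 h enzyme-compound preincubation, then 2 h substrate reaction, 25 °C; Repeats: singlicate, each compound tested once; Benchmarks: low control DMSO wells, high control DMSO plus 5 µM PC-3 D3A.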
# RPL19A-GFP yeast – alters RPL19A-GFP fluorescence in TOR pathway yeast screen. S. cerevisiae RPL19A-GFP strain, flow cytometry, 3 h; stronger effect = lower value. percent response vs DMSO, % at 10 µM. AID 2025. actives 0.3% (n = 330,000);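 active = percent response vs DMSO below 50%; inconclusive = fewer than 70 events counted for the yeast strain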;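 note: median channel GFP fluorescence of the barcoded RPL19A-GFP strain; ratio of sample median GFP to plate DMSO average so 100% = DMSO; lower means less RPL19A-GFP as with rapamycin TOR inhibition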
# LAP4-GFP MLPCN – yeast TOR pathway LAP4-GFP modulation; S. cerevisiae LAP4-GFP multiplex, flow cytometry GFP, 3 h; median GFP as percent of DMSO wells; GFP response vs DMSO, % at 10 µM; actives 0.34% (n = 320,000); AID 2023;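 active = GFP response vs DMSO above a set limit, about the screen mean plus 3 SD, cut at about 150% in these data; inconclusive = under 70 cell events counted for the yeast strain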
# MEP2-GFP yeast – alters MEP2-GFP fluorescence in TOR pathway yeast screen. S. cerevisiae MEP2-GFP strain, flow cytometry GFP, 3 h; 100% = DMSO control level. GFP response vs DMSO, % at 10 µM. actives 0.51% (n = 330,000). AID 2016;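 active = GFP response versus DMSO above a set limit, roughly screen mean plus 3 SD, cut at about 180% in these data; inconclusive = fewer than 70 cells counted for a yeast strain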;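 note: median GFP fluorescence of the barcode-gated MEP2-GFP cells per well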
# JMJD2C inh – human JMJD2C demethylase inhibition; actives 0.069% (n = 330,000); Q9H3R0; GST-JMJD2C(1-420) H3K9me3 demethylation, DELFIA europium; inhibition, % at 2.35 µM;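 active = more than half of a compound's replicate wells show inhibition beyond 50%, single wells judged on their own value; inconclusive = some, but no more than half, of replicates pass 50% inhibition; inactive = no replicate passes 50% inhibition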;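 note: signal counts dimethyl H3K9 product captured on neutravidin plate; 0% = median of DMSO wells and 100% = 0.3 times that DMSO median; strong numbers were not always called active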
# Target sequence (Q9H3R0 1-420 limits assumed): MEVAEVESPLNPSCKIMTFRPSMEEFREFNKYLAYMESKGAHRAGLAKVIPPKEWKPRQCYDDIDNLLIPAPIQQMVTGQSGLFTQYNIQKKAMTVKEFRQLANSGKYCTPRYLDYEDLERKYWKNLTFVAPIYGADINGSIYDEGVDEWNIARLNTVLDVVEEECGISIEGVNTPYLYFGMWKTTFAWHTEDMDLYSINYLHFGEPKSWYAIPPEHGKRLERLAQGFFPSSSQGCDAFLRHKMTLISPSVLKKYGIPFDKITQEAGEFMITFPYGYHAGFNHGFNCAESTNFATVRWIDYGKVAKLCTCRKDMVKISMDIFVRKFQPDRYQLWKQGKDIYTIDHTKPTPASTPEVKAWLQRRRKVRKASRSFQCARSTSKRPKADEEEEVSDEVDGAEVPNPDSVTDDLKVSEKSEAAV
# * = called active by the depositor; ? = inconclusive; . = not tested or not shown. An unsorted share of the library. Share with any hit: about 3.8%.
Structure	proCasp3 act	AHR act	MEP2-GFP yeast	proCasp7 act	CR mimetic SO	LAP4-GFP MLPCN	RPL19A-GFP yeast	JMJD2C inh
O=C(NCc1ccccc1)C(c1ccncc1)N(C(=O)c1csnn1)C1CC1 (centres undefined)	5	2	96	2	101	94	99	2
Cc1ncoc1C(=O)N1CCCC(C(=O)Nc2cccc(-c3ccc(F)cc3)c2)C1 (centres undefined)	-2	14	126	-4	107	111	102	-1
CCCCCn1c(CNC(C)=O)nc2ccccc21	2	0	99	19	103	102	104	13
Cc1ncsc1C(=O)NCc1ccc(N2CCCC2=O)cc1	3	-2	101	4	97	92	101	-3
COc1ccc(C(=O)Nc2ccc(F)cc2F)cc1	-2	-9	112	0	95	108	108	-4
Cc1ccc(N(C(=O)C2CCCO2)C2C=CS(=O)(=O)C2)cc1Cl (centres undefined)	-4	0	92	-3	113	94	96	-33
CCN(CC)CCCNC(=O)CCC(=O)NNc1nc2ccccc2c2nc(C)nn12	4	0	96	-4	106	91	105	3
O=C(Nc1ccc(NC(=O)C2CC2)nc1)c1cnccn1	10	9	106	-1	87	96	100	-1
Cc1nn(CC(=O)c2ccccc2Cl)c(C)c1[N+](=O)[O-]	6	2	109	2	89	97	103	-4
Fc1ccc2[nH]c3c(Cl)ncnc3c2c1	-1	14	107	4	98	98	93	94
O=C(O)c1cccc(NC(=S)NC(=O)c2cncc(Br)c2)c1	8	-1	100	0	117	.	96	-1
CCCNC(=O)c1ccccc1NC(=O)Cc1ccc(OC)c(S(=O)(=O)N2CCOCC2)c1	3	-2	100	9	120	106	97	-11
COc1ccc(C)cc1NC(=O)CN(C)S(=O)(=O)c1ccc2c(c1)CCCN2C(C)=O	12	-1	108	12	111	93	98	11
Cc1cc2c3c([nH]c2cc1S(=O)(=O)N1CCC2(CC1)OCCO2)CC(C)(C)CC3=O	-4	9	94	5	98	96	101	4
O=C(CSc1nncn1-c1cccnc1)Nc1cccc([N+](=O)[O-])c1	0	1	107	6	85	92	106	-4
CCOCC(=O)Nc1nc(-c2ccccc2)c(CC)s1	-3	4	98	-5	91	105	99	-13
COc1ccc([N+](=O)[O-])cc1N(CC1CO1)S(=O)(=O)c1ccc(C)cc1 (centres undefined)	6	0	99	8	89	99	96	74
CC1(C)CN=C(NC2CCCCC2)S1	4	1	110	-8	89	100	105	-8
CCOC(=O)N1CCN(C(=O)C2CC(c3cc(OC)ccc3OC)=NO2)CC1 (centres undefined)	0	4	105	-4	132	106	102	-3
COc1ccc(S(=O)(=O)N2CCCCC2)cc1NC(=O)CSc1nnc(C2CC2)n1C	5	-1	108	15	86	114	101	-426
O=C(Cn1nnc2ccccc21)C1CC1	-1	0	94	-2	97	93	92	8
CNc1ccc(C(=O)OCC(=O)Nc2ccnn2C(C)C)cc1[N+](=O)[O-]	-8	-1	107	3	79	99	99	16
O=C(Nc1ccc(-c2nc3cccnc3s2)cc1)c1ccc(Cl)nc1	5	86*	93	-2	96	99	98	-10
CCC(=O)c1ccc(OCC(O)CN2CCN(c3ccc(F)cc3)CC2)cc1 (centres undefined)	3	-1	103	-4	92	97	105	0
CC1CCN(S(=O)(=O)c2ccc(NC(=O)CN3CCN(c4ccccc4)CC3)cc2)CC1	1	0	91	8	94	88	92	-2
COc1ccc(CNC(=O)N2CCN(S(=O)(=O)c3ccccc3F)CC2)cc1	0	0	105	-3	92	91	101	-4
Cc1cc(-c2nc3ncccc3o2)ccc1NC(=O)CC(C)C	9	-2	96	5	91	109	99	7
CCN1C/C(=C/c2cccc([N+](=O)[O-])c2)C(=O)/C(=C/c2cccc([N+](=O)[O-])c2)C1	2	0	95	-3	104	113	104	-7
CC1(C)Cc2ccccc2C(=NCC(=O)O)N1	4	-1	100	-2	104	100	95	-29
CCCCCCCCCn1c2c(c(=N)c3c1CCC3)CCC2	0	-12	95	12	109	98	97	-9
CCOC(=O)C1CCCN(C(=O)COC(=O)C2=COCCO2)C1 (centres undefined)	1	2	91	4	87	88	89	9
COc1cccc(C(=O)NC(=O)Nc2nc(C)cc(C(F)(F)F)n2)c1	7	5	105	3	88	85	105	-15
O=C(c1ccco1)n1nc(-c2ccc(Cl)cc2)nc1NCc1ccco1	5	-1	109	2	94	99	93	0
COC(=O)C(NC(=O)c1ccccc1Cl)(Nc1ncc(S(=O)(=O)c2ccc([N+](=O)[O-])cc2)s1)C(F)(F)F (centres undefined)	1	5	98	-11	94	97	92	0
CC1CCCN(Cc2c(O)ccc3c(=O)c(-c4nc5ccccc5s4)c(N)oc23)C1 (centres undefined)	-7	10	104	-7	88	100	96	2
COc1ccc(/C=N/Nc2nc(C(=O)O)cs2)cc1	-3	9	105	-7	103	101	105	18
O=C(N/N=C/c1ccco1)c1ccccc1OCc1ccc(Br)cc1	1	11	99	-11	96	98	104	2
COC(=O)c1cc(S(=O)(=O)N2CCN(C3CCCCC3)CC2)c[nH]1	4	1	99	-4	89	105	98	-15
O=C(CSc1ncccn1)NCc1ccc(F)cc1	2	3	99	4	86	94	100	33
COc1ccc(C(=O)NC(=S)NNC(=O)Cc2cccs2)cc1	-4	26	116	-15	117	122	98	-28
CCC(Sc1nccn1C)C(=O)Nc1ccc(Cl)cn1 (centres undefined)	8	-1	93	-1	94	107	95	-12
O=C(O)C1CC=CCC1C(=O)NC1CCCCC1 (centres undefined)	-6	-1	102	9	89	99	95	-5
O=C(O)C1C2C=CC(CC2)C1C(=O)O (centres undefined)	6	5	108	8	97	101	96	-8
CN(CCOc1ccc(Br)cc1)CC(O)COc1ccc(C#N)cc1 (centres undefined)	10	0	101	4	96	93	105	12
COc1cccc(CNC(=O)CCC2CCCN(C(=O)CCc3c(C)noc3C)C2)c1 (centres undefined)	5	0	128	-7	116	100	95	0
CC(CC(=O)NCCc1ccc(Cl)cc1)S(=O)(=O)c1ccc2c(c1)NC(=O)CO2 (centres undefined)	-5	1	92	-3	83	100	95	42
Cc1ccc(C(C)C)c(OCC(=O)OCC(=O)c2c(N)n(C)c(=O)n(C)c2=O)c1	8	0	94	-1	91	85	93	.
Cn1c(-c2ccc(F)cc2)cnc1NCc1ccc(F)cc1	0	0	100	-7	86	95	97	?
CCOC(=O)c1ccccc1N/C=C1\CCCCC1=O	-3	0	98	4	92	100	94	7
COc1ccccc1CNC(=O)CSc1ccc(Br)cc1	6	12	97	6	96	93	98	1
CCc1ccc(-c2cc(C)no2)cc1S(=O)(=O)Nc1ccc(Cl)cn1	-5	0	100	-1	84	108	102	3
Cc1ccc(NC(=O)CO/N=C/c2ccc(N(C)C)cc2)cc1	1	3	111	5	96	122	111	12
O=C(CSCc1ccccc1)N1CCN(C(=O)c2ccco2)CC1	-2	-4	104	7	87	99	97	0
CCCCCn1c(=O)[nH]c2c(c1=O)CCC2	-2	2	116	0	94	101	100	-1
Cc1cc(C)nc(SCC(=O)Nc2ccccc2[N+](=O)[O-])n1	3	13	104	5	102	108	103	-23
COc1cc2c(cc1NC(=O)COC(=O)[C@@H](NS(=O)(=O)c1ccccc1)C(C)C)oc1ccccc12	-4	44	100	9	97	97	99	-4
CCN(CC)P(=O)(Nc1ccc([N+](=O)[O-])cc1)c1c(C)nn(CCC#N)c1NC(=O)c1ccc(Cl)cc1Cl (centres undefined)	0	-1	99	11	92	104	96	-35
CCOc1ccccc1N(CC(=O)Nc1ccc2c(c1)OCO2)S(C)(=O)=O	0	69*	94	6	89	90	97	-22
CCN(CCCNC(=O)COc1cc(=O)n(CC)c2ccccc12)c1ccccc1	8	9	105	-2	107	99	101	-13
COc1ccc(CCNC(=O)CCOc2ccc(C(C)(C)C)cc2)cc1OC	-5	7	125	10	104	133	105	3

# Next section.
Structure	proCasp3 act	AHR act	MEP2-GFP yeast	proCasp7 act	CR mimetic SO	LAP4-GFP MLPCN	RPL19A-GFP yeast	JMJD2C inh
O=C1OC(c2ccccc2)=C/C1=C/N1CCCCC1	-10	31	97	-10	98	103	97	1
CC(C)COc1cccc(C(=O)N(C)CC(=O)Nc2cccc3ccccc23)c1	-1	4	99	-2	93	92	98	1
CCN(CC)S(=O)(=O)c1ccc(S(=O)(=O)N2CCCC(C(=O)NC3CC3)C2)cc1 (centres undefined)	2	0	104	1	84	94	105	2
O=C(CN1C(=O)NC2(CCCCC2)C1=O)Nc1ccc(N2CCCCC2)cc1	4	1	110	1	78	93	102	1
CN(C)S(=O)(=O)n1cc(/C=C(\NC(=O)c2ccccc2F)C(=O)N2CCCC2)c2ccccc21	4	-1	110	3	97	103	108	5
CN(C)C(CNC(=O)CN1C(=O)NC2(CCc3ccccc32)C1=O)c1ccco1 (centres undefined)	-7	-3	109	2	95	101	99	13
CCc1nc(NCCN2CCOCC2)c(C#N)c2c1CCCC2	-3	22	103	4	80	108	102	4
S=C(NNc1nc(Nc2ccccc2)nc(N2CCCCC2)n1)NC1CCCCC1	2	3	95	-6	101	98	97	-5
CCCN1CCN(CCCNC(=S)Nc2ccc3nc(N4CCN(CC)CC4)cc(C)c3c2)CC1	6	-2	102	4	102	98	100	8
CC1CCN(c2oc(-c3ccccc3Cl)nc2C#N)CC1	-7	14	103	-3	105	98	97	12
Cc1ccc(C(=O)NCC(=O)O)o1	2	2	102	11	121	92	98	-3
Cc1cccc(C)c1N/C=C/c1onc(C)c1[N+](=O)[O-]	2	1	104	5	93	99	97	1
Cc1[nH]c2ccc(C(=O)N3CCN(c4ccccc4Cl)CC3)cc2c1C	-1	2	102	-4	86	95	98	0
Cc1ccc(NC(=S)Nc2c(C)n(C)n(-c3ccccc3)c2=O)cc1	-15	7	97	-35	112	92	102	-1
CN(CC(=O)Nc1ccc(Cl)c(Cl)c1)C(=O)C12CC3CC(CC(C3)C1)C2	3	-1	102	6	126	92	103	2
CCOC(=O)C1CCN(C(=O)c2ccccc2NC(=O)c2ccc(Cl)cc2)CC1	8	-5	112	3	98	102	104	-3
O=C(NC(=S)Nc1ccc2oc(-c3ccncc3)nc2c1)c1ccccc1F	-8	-3	99	-11	103	90	89	-2
Cc1cc(C)nc(N(C#N)Cc2ccc(Br)cc2)n1	14	-2	102	8	89	111	98	1
Cc1cccc(C)c1NC(=O)COC(=O)C1C2CC3OC(=O)C1C3C2 (centres undefined)	3	0	104	-3	106	84	97	-9

# An excerpt from above, showing only CR mimetic SO.
SMILES	CR mimetic SO
O=C(NC(=S)Nc1ccc2oc(-c3ccncc3)nc2c1)c1ccccc1F	103
Cc1cc(C)nc(N(C#N)Cc2ccc(Br)cc2)n1	89

# Screening results as filed in PubChem BioAssay.
